Kir21 block – inhibitors of mouse Kir2.1 inward-rectifier potassium channel; HEK293-Kir2.1, FluxOR thallium flux fluorescence; active compounds read low; B-score at 10 µM; P35561; 0.85% of 310,000 active;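 active = fluorescence ratio B-score at or below minus 3 SD of library scores, with starting-brightness B-score within 2 SD, cut at about -4.2 in these data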;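 note: channel flux triggered by added potassium and thallium sulfate stimulus; B-score of peak minus minimum fluorescence over baseline after thallium stimulus; more negative B-score means stronger Kir2.1 block with less thallium influx; some compounds called inactive have numbers as strong as hits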
Target sequence (P35561 whole entry, looked up): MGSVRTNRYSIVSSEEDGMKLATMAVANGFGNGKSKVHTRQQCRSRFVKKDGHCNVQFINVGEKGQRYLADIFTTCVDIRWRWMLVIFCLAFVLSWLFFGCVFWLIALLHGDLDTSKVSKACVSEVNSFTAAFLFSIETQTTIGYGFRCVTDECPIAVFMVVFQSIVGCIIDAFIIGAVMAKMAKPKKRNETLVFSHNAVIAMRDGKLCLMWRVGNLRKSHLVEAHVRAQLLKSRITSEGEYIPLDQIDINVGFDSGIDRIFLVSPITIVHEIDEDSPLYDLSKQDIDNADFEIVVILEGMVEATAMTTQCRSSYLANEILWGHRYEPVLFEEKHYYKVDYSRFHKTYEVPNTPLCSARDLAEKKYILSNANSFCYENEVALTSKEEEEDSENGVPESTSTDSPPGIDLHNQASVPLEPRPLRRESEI
KCNQ2 block – KCNQ2 channel blockers in CHO-K1 cells – cell-based, FluxOR thallium flux, B-score, primary screen (AID 2156). 20 min; active compounds read low. B-score at 10 µM. 1.1% of 310,000 active;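 active = fluorescence ratio B-score at most minus 3 library SDs, with starting brightness B-score within 2 library SDs, cut at about -5.5 in these data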
STK33 kinase inh – inhibitors of human STK33 kinase; Q9BYT3; purified STK33, MBP phosphorylation, ADP-Glo luminescence; inhibition, % at 10 µM; 0.073% of 320,000 active;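 active = inhibition at or above 25%, using the most active replicate where run in duplicate; inactive = inhibition below 25%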
Target sequence (Q9BYT3 whole entry, looked up): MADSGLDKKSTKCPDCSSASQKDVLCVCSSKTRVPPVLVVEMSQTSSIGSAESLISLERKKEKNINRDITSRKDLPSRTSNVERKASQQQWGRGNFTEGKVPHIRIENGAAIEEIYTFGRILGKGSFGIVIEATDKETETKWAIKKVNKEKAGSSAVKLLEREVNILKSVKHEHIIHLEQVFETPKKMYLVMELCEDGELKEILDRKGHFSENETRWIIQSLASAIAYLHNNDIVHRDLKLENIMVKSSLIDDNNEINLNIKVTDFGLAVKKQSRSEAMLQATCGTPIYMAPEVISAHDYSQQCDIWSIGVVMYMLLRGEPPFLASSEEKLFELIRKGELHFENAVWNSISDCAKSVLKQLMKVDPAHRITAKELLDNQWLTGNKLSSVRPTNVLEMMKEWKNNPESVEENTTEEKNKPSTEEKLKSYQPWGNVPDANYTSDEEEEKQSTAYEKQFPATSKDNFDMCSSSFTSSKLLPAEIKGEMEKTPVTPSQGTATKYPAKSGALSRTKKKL
* = called active by the depositor; i = inactive; nt = not tested or not shown.

STK33 kinase inh	Kir21 block	KCNQ2 block	Structure
-1.6	1.7	i	COC(=O)c1ccccc1NC(=O)C1CCN(S(C)(=O)=O)CC1
-0.5	0.27	i	CC(C)(C)c1ccc(CSc2nnc(-c3ccccc3NC(=O)c3ccccc3)o2)cc1
-0.3	-0.05	i	COc1cc(OC)cc(C(=O)Nn2cc(C(=O)Nc3ccc(F)cc3F)c3ccccc3c2=O)c1
-2.0	-1.9	i	Cc1noc(N)c1C1(O)C(=O)N(C(C)C)c2ccccc21 (configuration not stated)
-1.5	0.44	i	CCC(=O)N1CCc2cc(S(=O)(=O)CCC(=O)Nc3ccc(OC)cc3)ccc21
-0.1	-0.69	i	COc1ccc(NC(=O)COc2cccc3c2CCN(Cc2cccnc2)C3=O)cc1
-0.2	1	i	Cc1ccc2nc(NNC(=O)c3ccc(S(=O)(=O)N4CCc5ccccc5C4)cc3)sc2c1
-2.1	0.53	i	CC(C)(C)C(=O)NC(=S)N1CCCC1
0.5	-2.2	i	CC(Oc1cc2oc(=O)c3c(c2cc1Cl)CCC3)C(=O)NCCCN1CCCC1=O (configuration not stated)
-0.5	0.25	i	c1nnn(C23CC4CC(CC(C4)C2)C3)n1
-1.6	0.66	i	COc1cc(OC)cc(C(=O)NCC(=O)OCC(=O)N2CC(C)CC(C)C2)c1 (configuration not stated)
9.1	0.76	i	O=C(c1ccco1)N1CCN=C1SCc1cccc(Cl)c1
-3.9	-1.4	i	O=C(c1ccc(CN2CCOCC2)cc1)N1CCN(c2ccccc2F)CC1
0.4	-1.4	i	O=C(c1ccc(S(=O)(=O)N2CCCC2)cc1)N(c1ccc(F)cc1)C1C=CS(=O)(=O)C1 (configuration not stated)
-1.2	0.85	i	Cn1c(=O)c2[nH]c(CNc3ccc(C(=O)O)cc3)nc2n(C)c1=O
-1.4	-0.03	i	O=C(NCc1cccnc1)c1ccccc1NS(=O)(=O)c1ccc(F)cc1
-1.4	-3.8	i	O=C(Oc1cccc(N2C(=O)CCC2=O)c1)c1ccccc1
-0.3	-0.01	i	COc1cc(OC)c(C(=O)O/N=C(\N)c2ccccn2)cc1OC
0.1	-0.59	i	Cc1ccc(Sc2cnccc2C#N)cc1
0.0	0.2	i	CCC(CO)NCc1cc(OC)c(OCC(=O)NCCc2ccccc2)cc1Br (configuration not stated)
-2.0	-1.1	i	CC/C(=N/Nc1ccccc1C)c1cnnc(SC)n1
0.5	0.44	i	CC(C)(CO)NCC(O)Cn1cc(C=O)c2ccccc21 (configuration not stated)
nt	0.73	i	Cc1ccc(OCC(=O)Oc2cccc(C)c2C)cc1
12	-2.4	i	COc1ccccc1CC(=O)NC1CCN(Cc2ccccc2)CC1
0.3	-0.09	i	O=C(COC(=O)c1ccccn1)Nc1ccccc1Cl
0.1	0.39	i	CCC(C)Sc1nc2c(cnn2-c2ccccc2)c(=O)[nH]1 (configuration not stated)
-1.1	0.04	i	Cc1cc2cc(C(c3nnnn3C(C)(C)C)N(Cc3ccco3)CC3CCCO3)c(=O)[nH]c2cc1C (configuration not stated)
0.3	0.27	i	CSc1cccc(NC(=O)C2CCN(S(=O)(=O)c3ccc4c(c3)NC(=O)CO4)CC2)c1
-1.4	-0.31	i	CCCC(=O)Nc1ccccc1-c1nnc(SCC)[nH]c1=O
-1.8	-1.6	i	CCCCCNC(=O)C(C)NS(=O)(=O)c1ccc(OC)cc1 (configuration not stated)

Next section:
STK33 kinase inh	Kir21 block	KCNQ2 block	Structure
-0.8	-0.22	i	COc1ccc(OC(=O)c2cccnc2)cc1
-1.5	2.1	i	CCCC[C@@H]1CNC(=S)N1CCC12CC3CC(CC(C3)C1)C2
-0.4	0.33	i	Cc1ccc(S(N)(=O)=O)cc1NC(=O)C(c1ccccc1)c1ccccc1
0.1	-0.39	i	CC(C)=CC(=O)Nc1nnc(C)s1
0.2	0.57	i	Cc1cc(=O)n2c(ccc3ccccc32)c1C#N
-1.1	-0.59	i	Cc1ccc(S(=O)(=O)N(C)C)cc1NC(=O)c1sccc1Cl
2.6	-0.13	i	Cc1ccc(C(O)P(=O)(OCc2ccccc2)c2ccc(N(C)C)cc2)cc1 (configuration not stated)
-0.2	-0.07	i	CCOC(=O)N1CCN(C(=O)Nc2ccc(NC(=O)N3CCN(C(=O)OCC)CC3)cc2)CC1
-1.4	-1.1	i	COc1cccc(NC(=O)CSc2nnc(-c3ccco3)c(-c3ccco3)n2)c1
-0.6	-0.8	i	CC(NC(=O)CN(c1ccc(Cl)cc1)S(C)(=O)=O)c1ccccc1 (configuration not stated)
-1.6	-0.74	-7.5*	COc1ccccc1CNC(=O)CN1C(=O)C(C)N(c2ccc(C)cc2)C1=O (configuration not stated)
-1.1	1.6	i	OC[C@@H](O)[C@@H](O)[C@H](O)[C@@H](O)CO
-2.5	0.81	i	O=C(COc1ccc(Cl)c(Cl)c1)NN1C(=O)C2C(C1=O)C1C=CC2C12CC2 (configuration not stated)
-0.4	1.2	i	CCCC1c2ccsc2CCN1C(=S)NC (configuration not stated)
-1.4	1.1	i	CC(C)c1ccc(S(=O)(=O)Nc2ccc(N3CCOCC3)cc2)cc1
-1.6	-0.09	i	CCOC(=O)c1cc(C#N)c(N2CCNCC2)nc1C(F)(F)F
-0.4	-0.34	i	COc1cccc(OCc2nn3c(=O)c(-c4ccccc4)nnc3s2)c1
-2.3	0.97	i	CC(C)OCCCNC(=O)CN1CCN(Cc2ccc(Cl)cc2)C1=O
-1.1	0.05	i	COc1ccc(NC(=O)C(NC(C)=O)C(=O)NCc2ccccc2)cc1 (configuration not stated)
1.5	1.4	i	Cc1ccc(NC(=S)Nc2ncccc2C)c(C)c1
-1.4	1.9	-6.2*	O=C(COc1ccccc1)NC(NC(=S)Nc1ccccc1O)C(Cl)(Cl)Cl (configuration not stated)
7.5	-0.07	i	O=C(Cn1nnc(-c2ccc(Cl)cc2)n1)NC1CC2CCC1C2 (configuration not stated)
-3.0	0.51	i	O=C(Cn1cccc1C(=O)c1ccccc1)NCCc1ccc(Cl)cc1
-1.0	0.22	i	C=CCSc1ncc(C(=O)OCC)c(N)n1
-0.5	-0.84	i	CC(C)C(=O)NCc1cc(-c2ccccc2)no1
-2.7	-1.3	i	CC1CCN(C(=O)C2CCC(C)(C(=O)O)C2(C)C)CC1 (configuration not stated)
0.0	-2.9	i	Cc1sc2nc(C(C)C)nc(SCC(=O)NCc3ccco3)c2c1C
-1.0	0.57	i	CCOC(=O)N1CCN(C(=O)CN(c2ccc(Cl)c(C(F)(F)F)c2)S(C)(=O)=O)CC1
0.6	-2	i	Cc1cccn2c(=O)c(/C=C(\C#N)C(N)=O)c(N3CCCCCC3)nc12
-2.3	-0.15	i	O=C(/C=C\c1ccccc1)Nc1nccs1

The list goes on.
STK33 kinase inh	Kir21 block	KCNQ2 block	Structure
-0.7	1.6	i	Cc1ccc(-c2cc(C(=O)Nc3cc(C)ccc3C)[nH]n2)c(O)c1
-0.9	-2.1	i	CCCCNC(=O)c1sc(=S)n2c1[nH]c(=O)c1ccccc12
0.2	-0.15	i	CC(C)OP(=O)(OC(C)C)C(Nc1ccccc1)c1ccc2c(c1)OCO2 (configuration not stated)
-0.4	0.68	i	O=C(NCc1ccccn1)c1ccc(-c2ccccc2)cc1
-1.3	1.2	i	O=C(Nc1c(C(=O)N2CCOCC2)cnn1-c1ccccc1)c1cccc(F)c1
-0.7	0.28	i	COc1cccc(C(=O)NC2=NCCS2)c1OC
0.6	0.1	i	N=C1C(c2nc(-c3ccc(Cl)cc3)cs2)=C(O)CN1NC(=O)c1ccc(O)cc1
-0.6	1.7	i	O=C(CCc1nc2ccccc2c(=O)[nH]1)Nc1nnc(SCc2ccccc2)s1
8.0	-0.17	i	Cc1cc(NC(=O)c2cc3ccccc3o2)cc(C)c1OCC(=O)N1CCOCC1
nt	-0.31	i	CCCc1cc(=O)[nH]c2nnc(SCC(=O)Nc3nnc(SCC)s3)n12
2.3	-0.04	i	O=C(CSc1ccc(-c2ccco2)nn1)NCc1ccc(F)cc1
0.6	-0.42	i	Cc1nc(Nc2ccccc2)sc1C(=O)c1ccc(F)cc1
-1.2	-2.3	i	O=C(c1ccccc1F)N1CCN(Cc2ccc3c(c2)OCO3)CC1
-0.7	1.2	i	CC(C)CCn1c(Oc2ccc(Cl)cc2)nc2c1c(=O)n(C)c(=O)n2C
0.6	-0.85	i	O=C(C[n+]1ccc2ccccc2c1)c1ccc(NC(=O)c2ccccc2)cc1
0.7	0.5	i	COc1cccc(C(=O)NCC(=O)N/N=C/c2c(C)[nH]c3ccccc23)c1
-0.2	0.08	i	COc1cc(-c2nnc(SCC(=O)N3CCOCC3)o2)cc(OC)c1OC
-1.3	-1	i	Cn1c(=O)c(C(=O)CN2CCN(S(=O)(=O)c3ccccc3)CC2)c(N)n(Cc2ccccc2)c1=O
-1.7	0.28	i	Cc1ccc(OCC(=O)Nn2cnc3ccccc32)cc1
-2.0	1.6	i	CCn1nnnc1SCC(=O)NC1CCCC1
1.6	-1.2	i	CCOC(=O)N1CCC(N2C(=O)c3ccc(C(=O)NCCC(C)C)cc3C2=O)CC1
-2.1	1.7	i	O=S1(=O)CCC(N2CCOCC2)C1 (configuration not stated)
-1.4	0.45	i	COc1ccc(OC)c(S(=O)(=O)N(C)CC(=O)N2CCN(c3ccc(F)cc3)CC2)c1
-0.3	1.6	i	O=c1c2ccccc2nnn1CSc1nnc2sc3ccccc3n12
-0.5	-0.49	i	CC(C)(C)c1ccc(C(=O)NC2CCS(=O)(=O)C2)cc1 (configuration not stated)
-0.6	-1.6	i	CCN(C(=O)CSc1nc2nc(C)cc(C)n2n1)c1cccc(C)c1
-0.7	-0.01	i	CCn1c(SCC(=O)N2CCCc3ccccc32)nnc1-c1ccco1
-0.4	0.3	i	COc1ccc(CCNC(=O)CN2CCN(Cc3ccccc3F)C2=O)cc1OC
-1.3	-0.35	i	CN(C)c1ccc(NC(=O)Cc2ccccc2)c2ccccc12
-1.0	-1.1	i	Cc1ccc(CN(C)C(=O)c2cc(Br)c(Br)s2)o1

Following part:
STK33 kinase inh	Kir21 block	KCNQ2 block	Structure
2.2	-4	i	COc1ccccc1NC(=O)NN1CCCCC1
-0.9	-0.93	i	Cc1nnc(SCc2ccc(F)cc2)s1
-0.6	-1.6	i	O=S(=O)(c1cccs1)N1CCN(c2ccccc2F)CC1
-1.7	-0.55	i	Cc1ccc(-n2cccc2/C=C2\C(=N)N3N=C(c4ccco4)SC3=NC2=O)cc1
-1.1	1	i	O=S(=O)(NCCCCCNS(=O)(=O)c1ccccc1)c1ccccc1
-0.1	0.33	i	O=C(NCC(F)(F)F)Nc1nnc(C(F)(F)F)s1
0.3	-1.8	i	O=C(NCCCCNC(=O)c1c(Cl)cccc1Cl)c1c(Cl)cccc1Cl
-0.8	-0.08	i	CCc1ccc(/C=C/c2c[nH]c3ccccc23)[n+](CC)c1
-1.8	0.09	i	COc1ccccc1-c1ccc(=O)n(CC(=O)NCC2CCCO2)n1 (configuration not stated)
-2.5	0.99	i	Cc1ccc(C(=O)NNC(=O)CCC(=O)Nc2cc(C)on2)cc1
-1.6	-0.28	i	Cc1cccc(C)c1NC(=S)/C(=C(\[O-])c1cccs1)[n+]1ccccc1
-1.3	1.5	i	Cc1ccc(S(=O)(=O)N(CCC(=O)O)Cc2ccc(Cl)cc2)cc1
0.4	1.2	i	N#Cc1ccccc1S(=O)(=O)N1CCN(C(=O)C2CCC2)CC1
-2.9	-1.6	i	Cc1cccc(C)c1NC(=O)CNC(=O)C(Cc1ccccc1)NC(=O)c1ccccc1 (configuration not stated)
-0.2	-1.1	i	CC(=O)OCC(=O)Nc1cc(S(=O)(=O)N2CCCCCC2)ccc1Cl
-1.4	0.23	i	Cc1ccc(SC(C)C(=O)O/N=C(\N)c2ccncc2)cc1 (configuration not stated)
-0.9	-0.34	i	COc1ccc(C(=O)NC(=S)N2CCCCC2)cc1[N+](=O)[O-]
-1.2	1.4	i	O=[N+]([O-])c1cc2c(cc1/C=N/n1c(-c3ccccc3)n[nH]c1=S)OCO2
1.3	0.8	i	O=C(Nc1ccccc1N1CCOCC1)c1cccs1
-0.1	-0.85	i	COc1ccc(C)cc1-n1c(SCC(=O)Nc2cc(C)on2)nc2ccccc2c1=O
-0.8	0.7	i	CCOC(=O)/C(=N\Nc1ccccc1Cl)N1CCN(c2ccccc2OC)CC1
-2.0	0.47	i	O=C(c1ccc(S(=O)(=O)c2ccccc2)cc1)N1CCc2ccccc2C1
-1.1	1.3	i	Cc1n[nH]c(C)c1NC(=O)c1cc([N+](=O)[O-])ccc1Cl

Single records, as listed above:
`Cc1sc2nc(C(C)C)nc(SCC(=O)NCc3ccco3)c2c1C` is listed with STK33 kinase inh: 0.0; Kir21 block: -2.9; KCNQ2 block: i
`COc1ccc(NC(=O)COc2cccc3c2CCN(Cc2cccnc2)C3=O)cc1` is listed with STK33 kinase inh: -0.1; Kir21 block: -0.69; KCNQ2 block: i

KCNQ2 block, hit marks shown above
STK33 kinase inh	Kir21 block	KCNQ2 block	Structure
-1.6	-0.74	-7.5*	COc1ccccc1CNC(=O)CN1C(=O)C(C)N(c2ccc(C)cc2)C1=O (configuration not stated)
-1.4	1.9	-6.2*	O=C(COc1ccccc1)NC(NC(=S)Nc1ccccc1O)C(Cl)(Cl)Cl (configuration not stated)

Arranged by value in STK33 kinase inh (falling): some entries from above
STK33 kinase inh	Kir21 block	KCNQ2 block	Structure
-1.4	0.45	i	COc1ccc(OC)c(S(=O)(=O)N(C)CC(=O)N2CCN(c3ccc(F)cc3)CC2)c1
-2.1	0.53	i	CC(C)(C)C(=O)NC(=S)N1CCCC1
-2.5	0.81	i	O=C(COc1ccc(Cl)c(Cl)c1)NN1C(=O)C2C(C1=O)C1C=CC2C12CC2 (configuration not stated)

Compound activity: PubChem BioAssay, several laboratories

Not a hit list; about 1.9% have a hit in one of these screens.
